# Source: PubChem
# ERK EGF block: EGF-driven ERK pathway inhibition | HEK293-V1b, EGF-stimulated phospho-ERK AlphaScreen | Potency, µM (doses to about 11.5 µM), inactives show at the highest dose activity change, negative = inhibition, most hits filed as inhibitors | actives 0.41% (n = 130,000); active means well fitted inhibition curve with a large enough effect; inconclusive means small, poorly fitted or top-dose-only effect, or effect the other way;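 further: plate controls were stimulated vehicle wells for no effect and unstimulated vehicle basal for full effect; nearly all actives have a fitted effect of over 55% in size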
#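 Concentration-response of compounds against EGF-driven ERK phosphorylation in V1b-expressing HEK293 cells; 30 min preincubation, 5 min EGF, AlphaScreen detection; Normalized to DMSO basal and 25 nM EGF.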
# Active calls of the source: *; u = inconclusive; [ ] = another dose, or the depositor's remark. Potency means the concentration at half of the fitted maximal effect.
# Start of the data: the first seven entries, to show the layout:
SMILES,ERK EGF block
Cc1nn(C)c(Cl)c1C(=O)NCC(=O)NCc1ccccc1,2.9%
CCOc1ccc(-c2nc3scc(-c4cccs4)c3c(=O)[nH]2)cc1,6.5%
Cc1[nH]c2ccccc2c1C(=O)CN1C(=O)NC2(CC(C)CC(C)(C)C2)C1=O (centres undefined),0.9%
Cc1cc(C(=O)c2cnc(/N=C/N(C)C)s2)c(F)cc1Cl,5.0%
Cc1cc(C(=O)CSc2nnnn2C)c(C)n1C1CC1,9.0%
CS/C(=C(/C#N)S(=O)(=O)c1ccc(Cl)cc1)N1CCOCC1,-5.1%[57.5 µM]
COc1ccc(CCN=C(C)C2=C(O)C(c3ccccc3)OC2=O)cc1OC (centres undefined),3.1%

# The list itself, from the start:
SMILES,ERK EGF block
Cc1nn(C)c(Cl)c1C(=O)NCC(=O)NCc1ccccc1,2.9%
CCOc1ccc(-c2nc3scc(-c4cccs4)c3c(=O)[nH]2)cc1,6.5%
Cc1[nH]c2ccccc2c1C(=O)CN1C(=O)NC2(CC(C)CC(C)(C)C2)C1=O (centres undefined),0.9%
Cc1cc(C(=O)c2cnc(/N=C/N(C)C)s2)c(F)cc1Cl,5.0%
Cc1cc(C(=O)CSc2nnnn2C)c(C)n1C1CC1,9.0%
CS/C(=C(/C#N)S(=O)(=O)c1ccc(Cl)cc1)N1CCOCC1,-5.1%[57.5 µM]
COc1ccc(CCN=C(C)C2=C(O)C(c3ccccc3)OC2=O)cc1OC (centres undefined),3.1%
O=C(NC1CCCCC1)C(c1cccs1)N(CCCN1CCOCC1)C(=O)c1ccc(-c2ccccc2)[nH]1 (centres undefined),-3.6%
CN1CCOCCOCCOCCN(C)C1=S,-3.6%
CCOC(=O)N1CCN(C(=O)CSc2nc(C)nc3c2c(=O)n(C)c(=O)n3C)CC1,-4.6%
O=C(c1ccc(COc2ccccc2Br)o1)N1N=C(C(F)F)CC1(O)C(F)F (centres undefined),1.4%
COc1ccc(S(=O)(=O)N2CCC(O)(c3ccc(Cl)cc3)CC2)cc1OC,u
Cc1ccc2nc(-c3ccc(NC(=O)CSCC(=O)O)cc3)sc2c1,-9.7%[57.5 µM]
COc1cc(/C=N/NC(=O)c2cc(-c3cccs3)nc3ccccc23)ccc1O,-1.3%[57.5 µM]
O=C(CN1CCCCCCC1)NC(=O)NC1CCCCC1,-3.2%
COC(=O)CCCC1=CC2=C(c3ccccc3)C(=O)C(C)(OC(=O)C3CCCC3)C(=O)C2=CO1 (centres undefined),-13.9%
O=C(C1CCC(CNS(=O)(=O)c2cccc3cccnc23)CC1)N1CCCC1 (centres undefined),7.4%
O=C(NCCc1ccccc1)c1ccccc1NC(=O)C1CCCO1 (centres undefined),-3.9%
O=C(CCN1CCN(c2ccccc2)CC1)Nc1ccc(Cl)cc1,5.5%
O=C(c1cc2ccccc2oc1=O)N(Cc1cccc(Br)c1)C1CCS(=O)(=O)C1 (centres undefined),2.1%[57.5 µM]

# Some of these compounds in order of count of non-hydrogen atoms, highest first:
SMILES,ERK EGF block
O=C(NC1CCCCC1)C(c1cccs1)N(CCCN1CCOCC1)C(=O)c1ccc(-c2ccccc2)[nH]1 (centres undefined),-3.6%
O=C(C1CCC(CNS(=O)(=O)c2cccc3cccnc23)CC1)N1CCCC1 (centres undefined),7.4%
COc1ccc(S(=O)(=O)N2CCC(O)(c3ccc(Cl)cc3)CC2)cc1OC,u
CCOc1ccc(-c2nc3scc(-c4cccs4)c3c(=O)[nH]2)cc1,6.5%

# (continued)
SMILES,ERK EGF block
OC(COCCOc1ccc(Br)cc1)CN1CCCCC1 (centres undefined),11.1%
Cc1cccc(-n2c(SCC(=O)NC3CCCC3)nnc2-c2ccoc2C)c1,3.4%
CC(C)CC(COCc1ccc(C(F)(F)F)cc1)N1CCN(C(=O)c2ccc(C(F)(F)F)cc2)CCC1=O (centres undefined),-1.6%
O=C(COc1cccnc1[N+](=O)[O-])NCCc1ccc(F)cc1,-7.6%
Cc1ccc2c(c1)C(O)(CC(=O)/C=C/C=C/c1ccccc1)C(=O)N2 (centres undefined),15.5%[57.5 µM]
Nn1c(SCC(=O)Nc2ccc(S(N)(=O)=O)cc2)nnc1C(F)(F)F,43.9%[57.5 µM]
Cc1ccc2nc(NC(=O)CCn3cccc3)sc2c1,-2.8%
O=C(N/N=C/C(Cl)=C/c1ccc([N+](=O)[O-])cc1)C(=O)Nc1ccccc1C(=O)O,-5.0%[57.5 µM]
CC(C)NC(=O)C(=O)NCCCN1CCOCC1,1.4%
Cc1c(NC(=O)CCC(=O)N2CCOCC2)c(=O)n(-c2ccccc2)n1C,4.4%
COc1ccc(N2Cc3ccccc3C2=NC(=O)c2cncc(Br)c2)cc1,1.0%
COc1ccc(OCCNC(=O)c2ccccc2OCC(=O)N2CCCCC2)cc1,13.5%
CC(=O)c1ccc(S(=O)(=O)N2CCN(CC#N)CC2)cc1,6.0%[57.5 µM]
COc1ccc(/C=C/C(=O)NCCN2CCOCC2)cc1OC,10.7%
CCN1CCCc2cc(CN(CCN3CCOCC3)C(=S)Nc3ccccc3C)ccc21,u
NC(N)=N/N=C/c1ccc(Cl)c(Cl)c1,-8.9%[57.5 µM]
CCOC(=O)CN(C)C(=O)CCc1nnc(-c2ccsc2)o1,-4.4%
CC(C)(C)c1ccc(S(=O)(=O)Nc2ccc(Cc3ccncc3)cc2)cc1,4.3%
CN(CC(=O)Nc1ccc(S(=O)(=O)N2CCCC2)cc1)Cc1ccc(Cl)c(Cl)c1,-1.9%
CC(C)Cn1c(N)c(C(=O)COC(=O)c2cccc(F)c2)c(=O)n(C)c1=O,4.0%

# The final two entries of the section before come first, to join the parts:
SMILES,ERK EGF block
CN(CC(=O)Nc1ccc(S(=O)(=O)N2CCCC2)cc1)Cc1ccc(Cl)c(Cl)c1,-1.9%
CC(C)Cn1c(N)c(C(=O)COC(=O)c2cccc(F)c2)c(=O)n(C)c1=O,4.0%
CC(=O)Nc1cc(C(=O)OCC(=O)c2ccccc2)ccc1C,6.9%
COc1cc(OC)c(S(=O)(=O)Nc2ccc(C(=O)N3CCCC3)cc2)cc1NC(C)=O,8.0%
Cc1c(Nc2nc(-c3ccccc3)cs2)c(=O)n(-c2ccccc2)n1C,-10.3%
O=C(NCc1cccs1)C(=O)NCC(c1ccco1)N1CCN(c2ccc(F)cc2)CC1 (centres undefined),4.8%
COc1ccccc1-c1c(-c2ccc(OCC(=O)NN)cc2O)n[nH]c1C(F)(F)F,-2.2%
O=C(NN1CCN(Cc2ccccc2)CC1)c1ccc(N2CCOCC2)c([N+](=O)[O-])c1,29.2%
CCOC(=O)C1CCN(CCC(=O)Nc2ccccc2Cl)CC1,4.8%
Nc1ccc(OC(=O)Nc2ccc(O)cc2)cc1,9.7%[57.5 µM]
O=C1N(Cc2cccc(Cl)c2)C[C@@H]2C[C@@H](c3ccc4nonc4c3)N3CCC[C@@]123,33.9%
COCCCNC(=S)Nc1ccc(CC(=O)O)cc1,4.8%
CCO[C@@H]1OC(C(=O)NCc2ccccc2)=C[C@H](c2coc3ccccc3c2=O)[C@H]1CCCO,-10.8%[57.5 µM]
CCOC(=O)c1[nH]c2ccccc2c1NC(=O)c1ccc(S(=O)(=O)N2CCOCC2)cc1,10.3%
O=C(NCc1ccccc1)c1cccc(Br)n1,-0.8%
CC1(C)CC2/C(CO)=C/C=C/[C@](C)(O)CC[C@]21O (some centres undefined),11.1%
CCc1cccc(C)c1NC(=S)N(CCN(C)C)C(C)c1ccco1 (centres undefined),0.1%[57.5 µM]
Cc1ccc(S(=O)(=O)Cc2ccccc2Cl)cc1,-3.8%
O=C(O)c1cccnc1Cl,13.2%
Fc1ccc(-c2nc3c(-c4ccc(Cl)cc4)cnn3cc2CCN2CCOCC2)cc1,-8.6%
CC(=O)Nc1ccc(C(=O)OCc2ccccc2Br)cc1,-1.6%
O=C1CC(Cc2ccc(Cl)cc2)C(=O)N1c1cc(Cl)ccn1 (centres undefined),-1.7%[57.5 µM]
Cc1ccc2c(O)c(C)c(=O)[nH]c2n1,-18.2%
CC(C)c1ccc(/C=C/C(=O)NCCCc2ccccc2)cc1,6.3%
Cc1ccc(S(=O)(=O)N2CCCOC2CNC(=O)C(=O)NCCc2c[nH]c3ccccc23)cc1 (centres undefined),-3.5%
CN(C)c1ccc(-c2noc(C3CCN(C(=O)Nc4ccc(Cl)cc4)CC3)n2)cc1,1.0%[57.5 µM]
COc1ccc2cc(S(=O)(=O)n3cnc(C)c3)ccc2c1,-3.8%
COCCN(C(=O)CNC(=O)c1cccs1)C(C(=O)NC(C)(C)C)c1ccccc1 (centres undefined),-7.8%
O=C(Nc1ccccc1)Nc1ccccn1,-8.3%[57.5 µM]
Cc1ccccc1C(=O)NNC(=O)CCC(=O)Nc1cccc(Cl)c1C,2.4%
O=C(CN1C(=O)/C(=C\C=C\c2ccccc2)SC1=S)Nc1ccc(F)cc1,12.2%
Nc1ccc2nc3c(=O)[nH]c(=S)[nH]c3nc2c1,-2.0%[57.5 µM]
CC1CN(c2ccc(NC(=S)Nc3ccc(N4CC(C)OC(C)C4)cc3)cc2)CC(C)O1 (centres undefined),0.1%[57.5 µM]
O=C(CCc1nnc(Cc2ccc(-c3ccccc3)cc2)o1)NCCc1cccnc1,-11.6%
CC(C)OC(=O)/C(=C\c1cccnc1)NC(=O)c1ccccc1,1.7%
Cc1cc(/C=C\c2ccccc2)nc2ccccc12,-6.0%
Cc1cn(CCC(=O)Nc2ccccc2N2CCOCC2)c2ccccc12,6.6%[57.5 µM]
Cc1cc(NC(=O)CC#N)n(-c2ccccc2)n1,-7.6%
Cc1nc(CCNC(=O)CC2C(=O)NCCN2Cc2ccccc2F)sc1C (centres undefined),-2.4%[57.5 µM]
CCOC(=O)Cc1cnc(NC(=O)CSc2nc(C)cc(C)n2)s1,-8.1%
O=C(CN1CCCc2ccccc21)N1CCc2ccccc21,4.8%[57.5 µM]
CC1=C(C#N)C2(O)C(=O)c3ccccc3C2(O)N1 (centres undefined),-1.2%
CC(C)CCN1CCN(Cc2ccc(C#CCCO)cc2)CC1CCO (centres undefined),3.7%[57.5 µM]
CCNc1ncc2ncc(=O)n(CCc3ccccc3)c2n1,4.0%
Cc1ccccc1NC(=S)NCCc1c[nH]c2ccccc12,0.7%
CCCC(=O)NC(c1ccco1)c1cc([N+](=O)[O-])c2cccnc2c1O (centres undefined),5.3%
O=C1CCCC(O)=C1N=Nc1ccc2ncsc2c1,4.4%
c1cnc(N2CCN(Cc3ccc4c(c3)OCO4)CC2)cn1,-0.9%
COc1ccc(CCNC(=O)CCCOc2ccc(C)cc2)cc1OC,-1.1%
CC(C(O)c1ccc(O)cc1)N1CCC(Cc2ccccc2)CC1 (centres undefined),5.3%
Cc1cc(C)n(C2CCCCC2OC(=O)CCc2ccccc2)n1 (centres undefined),-1.6%[57.5 µM]
O=c1c(C(c2ccc(F)cc2)c2c(O)nc3n(c2=O)CCCS3)c(O)nc2n1CCCS2,2.3%[57.5 µM]
CC1(C)CC(=O)C2=C(C1)C(c1cn(-c3ccccc3)nc1-c1ccccc1)C(C#N)=C(N)O2 (centres undefined),-6.5%
O=C(NCc1cccs1)c1nc(-c2cccs2)no1,-7.6%
Cc1ccc2nc(-c3ccc(NC(=O)COC(=O)c4cncc(Br)c4)cc3)sc2c1,1.6%
Cc1cccc(/C(N)=N/OC(=O)CCC2CCCCC2)c1,-0.7%
Cc1ccc(NNC(=O)c2c(F)cccc2Cl)cc1C,-1.9%[57.5 µM]
Nc1ccccc1SCC(=O)Nc1nccs1,-6.0%
Clc1nc2ccccc2nc1-c1ccccc1,-5.8%[57.5 µM]
COc1ccccc1NS(=O)(=O)c1ccc(S(=O)(=O)N2CCOCC2)cc1,-6.0%
O=C(O)c1ccc(Cn2c(SCc3cc(=O)n4cc(Br)ccc4n3)nc3ccsc3c2=O)cc1,-2.0%
COC(=O)c1ccccc1SC(CC(=O)c1ccccc1)c1ccc(F)cc1 (centres undefined),-5.7%[57.5 µM]

# (next part)
SMILES,ERK EGF block
O=C(NCc1ccco1)/C(=C\c1cccs1)NC(=O)c1cccs1,6.5%
C#CCOc1nc(Nc2cccc([N+](=O)[O-])c2)nc(OCC#C)n1,u
COc1ccc(OCCN2C(=O)NC(C)(c3ccc(C)cc3)C2=O)cc1 (centres undefined),8.2%
CCOC(=O)c1ccc(S(=O)(=O)N2CCN(C(=O)c3cc(=O)c4ccccc4o3)CC2)cc1,-0.8%
COC(=O)[C@@]1(Cc2ccc(OC)cc2)[C@H]2c3cc(C(=O)N4CCCC4)n(Cc4nc5ccccc5[nH]4)c3C[C@H]2CN1C(=O)c1ccccc1,10.3%
CC(NC(=O)C(NC(=O)C1CCCN1C(=O)OC(C)(C)C)C(C)C)C(N)=O (centres undefined),2.6%
COc1ccc(C(=O)C[n+]2cn(C(F)F)c3ccccc32)c(F)c1,1.6%
COc1cccc(C(=O)Nc2sc3c(c2C#N)CCN(C(C)=O)C3)c1,-4.7%
CC/C(O)=C1\C(=O)CCCC1=NCc1nc2ccccc2[nH]1,6.0%
N/C(=N\OC(=O)c1cc(Cl)ccc1Cl)c1ccccn1,11.1%
CC(C)(C)OC(=O)N1CCN(c2ccc([N+](=O)[O-])cc2)CC1,-9.2%
N#Cc1cccc(-c2ccc3ncnc(NCc4cccnc4)c3c2)c1,15.1%
O=C(OCC(=O)N1CCN(S(=O)(=O)c2ccccc2)CC1)c1ccc([N+](=O)[O-])o1,11.4%
O=C(Nc1cccc([N+](=O)[O-])c1)Nc1cccs1,u
CN(C)CCCNCCCNC(=O)/C(=N\O)c1ccccn1,1.5%
CCn1cc(C2=NC(CCSC)CO2)c2ccccc21 (centres undefined),-1.5%
Cc1sc2nc(CN3CCN(c4ccc(O)cc4)CC3)[nH]c(=O)c2c1C,2.6%[57.5 µM]
CCCC(=O)Nc1ccc(Cl)c(NC(=O)c2ccc([N+](=O)[O-])cc2Cl)c1,10.7%
COc1cc(C)ccc1OCCOCCOc1c(C)cc(C)cc1Br,3.6%[57.5 µM]
CCCCOC(=O)c1ccc(N/C(=N\S(=O)(=O)c2ccccc2)c2ccccc2)cc1,-2.3%
O=C1C=CC2=C3c4cc(O)c(O)cc4CC3(O)COC2=C1O (centres undefined),u

# The list is partial. The share of hits here may be higher or lower than overall.
